# VLA-4 inh – inhibition in a human VLA-4 binding assay. P13612. inhibition, % (about 7 µM as worked out from the volumes in the protocol). VLA-4 expressing cells, ligand binding flow cytometry. hit rate 0.2% among 330,000; in the data active = inhibition above about 50%
# Target sequence (P13612 whole entry, looked up): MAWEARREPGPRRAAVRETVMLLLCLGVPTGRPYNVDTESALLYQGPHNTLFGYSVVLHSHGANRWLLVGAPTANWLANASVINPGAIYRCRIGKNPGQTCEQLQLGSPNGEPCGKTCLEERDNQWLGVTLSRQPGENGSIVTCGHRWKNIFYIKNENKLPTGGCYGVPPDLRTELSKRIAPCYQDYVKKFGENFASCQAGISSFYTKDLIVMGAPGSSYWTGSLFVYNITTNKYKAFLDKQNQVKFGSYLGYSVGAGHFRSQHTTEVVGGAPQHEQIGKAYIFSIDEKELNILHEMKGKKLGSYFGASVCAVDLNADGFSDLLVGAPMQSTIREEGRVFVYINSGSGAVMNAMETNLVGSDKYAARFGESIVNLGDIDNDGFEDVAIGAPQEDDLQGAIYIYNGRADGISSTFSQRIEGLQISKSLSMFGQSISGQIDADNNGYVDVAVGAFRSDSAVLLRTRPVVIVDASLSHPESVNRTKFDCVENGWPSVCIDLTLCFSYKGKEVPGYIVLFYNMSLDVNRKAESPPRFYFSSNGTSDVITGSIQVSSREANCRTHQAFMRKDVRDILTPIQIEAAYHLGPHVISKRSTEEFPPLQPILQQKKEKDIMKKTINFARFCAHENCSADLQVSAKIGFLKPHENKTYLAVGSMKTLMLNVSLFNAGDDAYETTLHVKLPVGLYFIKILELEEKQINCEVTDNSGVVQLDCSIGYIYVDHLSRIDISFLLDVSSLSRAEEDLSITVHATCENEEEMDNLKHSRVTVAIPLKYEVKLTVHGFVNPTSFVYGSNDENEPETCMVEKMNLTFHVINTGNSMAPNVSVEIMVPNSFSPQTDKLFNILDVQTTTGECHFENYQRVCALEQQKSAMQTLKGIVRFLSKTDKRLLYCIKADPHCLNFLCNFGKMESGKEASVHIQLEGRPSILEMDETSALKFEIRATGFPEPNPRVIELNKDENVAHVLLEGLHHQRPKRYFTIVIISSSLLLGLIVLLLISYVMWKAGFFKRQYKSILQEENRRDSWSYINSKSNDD
# HCV core dimer – blocks dimerization of HCV core protein. TR-FRET GST/Flag-core106 dimerization, 1536-well. inhibition, % at 5 µM. hit rate 0.33% among 300,000;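 active = inhibition above the mean of all tested compounds plus 3 SD, set per screening campaign, cut at about 45% in these data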
#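 Assay system: Tagged HCV core106 pair (GST and Flag) | Buffer or medium: KF-containing HEPES buffer, pH 7.45, DTT, CHAPS, BSA | Also added: Eu donor and XL665 acceptor anti-tag antibodies | Dosing: One concentration, 5 µM, in 0.5% DMSO | Timing: 4 h at 22.5 °C | Technique: TR-FRET 671 and 617 nm emission | Repeats: Singlicate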
# PP5 inh – inhibitors of human protein phosphatase 5 (PP5) | hit rate 0.18% among 320,000 | inhibition, % at 6.7 µM | purified PP5c, OMFP substrate fluorescence | AID 1987 | P53041;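 active = inhibition above the campaign's mean inhibition across all tested compounds plus 3 SD, cut at about 9.5% in these data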;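 note: 0% = DMSO only and 100% = 100 µM cantharidin control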
# PP1 inh – PP1-alpha (human) inhibition in PP5 counter-screen | inhibition, % at 6.7 µM | hit rate 0.9% among 320,000 | P62136 | purified PP1alpha, OMFP fluorescence;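 active = inhibition above the mean inhibition of all tested compounds plus 3 SD, computed separately for each screening campaign, cut at about 15% in these data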
# CTSL1 counter – blocks F. hepatica cathepsin L1 in PFM18AAP counter-screen; recombinant F. hepatica cathepsin L1, Z-Leu-Arg-MCA fluorescence; inhibition, % at 5.96 µM; hit rate 0.49% among 300,000;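 active = inhibition above the mean of all tested compounds plus 3 SD, set per screening campaign, cut at about 17% in these data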;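 note: 0% = plate median of test compound wells and 100% = 1 µM Z-Phe-Ala-diazomethylketone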
# proCasp7 act – counter-screen for procaspase-3 activators: activators of human procaspase-7; AID 463210; activation, % at 8.5 µM; recombinant procaspase-7, Ac-DEVD-pNA absorbance 405 nm; D23A/D198A/D206A triple mutant, cannot self-cleave; scale: DMSO 0, 5 µM enzyme 100; P55210; hit rate 0.093% among 330,000;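 active = percent activation above the screen-wide mean plus 3 SD, cut at about 25% in these data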
#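 Assay system: Uncleavable procaspase-7 mutant enzyme | Input: 2 µM procaspase-7 mutant as dispensed | Timing: 1 h compound preincubation, 2 h substrate cleavage, 25 °C | Repeats: One well per compound | Control set: DMSO wells as 0%, DMSO with 5 µM added PC-7 as 100% | Technique: Epi-absorbance of released pNA at 405 nm, two timepoints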
# GASC-1 inh – blocks human GASC-1 demethylase activity; AID 2099; GST-JMJD2C(1-420) H3K9me3 demethylation, DELFIA europium; inhibition, % at 2.35 µM; hit rate 0.069% among 330,000; Q9H3R0;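 active = more than half of a compound's replicate wells show inhibition beyond 50%, single wells judged on their own value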;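 note: signal counts dimethyl H3K9 product captured on neutravidin plate; 0% = median of DMSO wells and 100% = 0.3 times that DMSO median; strong numbers were not always called active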
# procasp3 activ – procaspase-3 (human) activation; activation, % at 8.5 µM; hit rate 0.11% among 330,000; P42574; recombinant procaspase-3 D3A, Ac-DEVD-pNA absorbance 405 nm;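 active = activation above the mean of all tested compounds plus 3 SD, cut at about 21% in these data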;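 note: 0% = DMSO alone and 100% = DMSO wells spiked with extra 5 µM PC-3 D3A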
#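 Assay system: Procaspase-3 D3A mutant, all three cleavage aspartates alanine. Buffer or medium: Zinc-free HEPES saline buffer with Triton X-100. Times: 1 h compound preincubation, 2 h substrate hydrolysis at 25 °C. Measured by: 405 nm absorbance of p-nitroaniline, reads at 0 and 120 min. Read-out basis: percent activation relative to control range. Replicates: singlicate.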
# GRK2 inh – inhibitors of human GRK2 displacing RNA aptamer; P25098; bead flow cytometry, FAM-aptamer displacement from GRK2; inhibition of aptamer binding, % at 10 µM; hit rate 0.59% among 330,000;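 active = inhibition of aptamer binding above 40%, roughly 3 SD of noise, on plates passing a quality check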;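 note: median bead fluorescence of bound FAM aptamer so fluorescent compounds give negative values; no value below 0 was filed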
# The depositor's hits bear a star; i = inactive; / = not tested or not shown; & = joins results of further samples.
SMILES,VLA-4 inh,HCV core dimer,PP5 inh,PP1 inh,CTSL1 counter,proCasp7 act,GASC-1 inh,procasp3 activ,GRK2 inh
CC(C)(C)NC(=O)Cn1c(=O)c(=O)n(Cc2ccccc2)c2ccc(Cl)cc21,2,-8,-0.1,-2,-2,-10,-32,-9,1
COC(=O)COc1ccccc1C(N)=O,-6,-8,-0.5,-1,-2,-5,1,11,0
CCOC(=O)C1CCN(C(=O)COC(=O)CCOc2ccc(C)cc2)CC1,10,-3,2.7,3,-33,8,-15,-6,0
COc1ccc(S(=O)(=O)N2CCN(C/C=C/c3ccccc3)CC2)cc1NC(C)=O,-1,-16,3.8,-2,3,7,-27,8,3
O=C(OCc1c(F)cccc1Cl)c1cc([N+](=O)[O-])ccc1N1CCOCC1,2,4,-0.1,-6,7,-4,-4,-6,2
CC1(C)Cc2c(c(=S)nc(-c3ccccc3)n2CCCN2CCOCC2)CO1,0,0,-0.5,-3,1,11,i,1,0
COCCN(C(=O)COC(=O)c1sccc1C)c1c(N)n(Cc2ccccc2)c(=O)[nH]c1=O,-4,2,1.6,2,1,10,0,-15,0
CCCC(=O)Nc1sc2c(c1C#N)CCCCC2,8,-1,2.7,-1,3,4,1,0,2
CCOc1cc(CNCc2ccc(C(=O)O)cc2)ccc1OC,6,-1,1.6,-1,0,1,-2,4,1
CC(C)(C)c1cc(-c2ccccc2)n[nH]1,-2,-4,1.2,7,-4,8,2,8,0
O=C(NCc1cccnc1)C1CCC(CNS(=O)(=O)c2cccc3nsnc23)CC1 (centres undefined),11,-2,1.8,1,-2,6,-5,-3,3
O=C(COC(=O)Cc1ccccc1[N+](=O)[O-])NNC(=O)c1ccc([N+](=O)[O-])cc1,8,/,3.5,0,/,-3,-10,-4,0
Cc1ccc(OCC(=O)Nc2ccc(C(=O)O)cc2NC(=O)COc2ccc(C)c(C)c2)cc1C,19,11,4.4,11,8,-3,-5,-4,0
O=C(NCCc1cccc(F)c1)C1CCN(S(=O)(=O)c2ccc(F)cc2)CC1,-6,-13,2.4,0,1,8,25,-1,0
COc1ccc(S(=O)(=O)N2CCCC(N(C)CCc3ccccc3)C2)cc1OC (centres undefined),2,8,-1.6,0,3,14,-5,-5,9
COC(=O)[C@@H]1C[C@H]1[C@@H](NC(=O)c1cc(C)on1)c1ccccc1,20,8,-0.5,-6,1,-8,0,-2,0
CCOc1ccc(S(=O)(=O)NCCC(=O)NC2=NCCS2)cc1,8,3,4.0,0,-3,-5,/,2,0
C=CCOC(=O)Cn1cnc2c(sc3nc(C)cc(C)c32)c1=O,3,9,-1.0,1,3,2,3,-2,0
O=C(NCc1ccccc1F)C1CCCN1C(=O)Nc1ccc(F)cc1 (centres undefined),5,-12,1.3,1,-1,4,136,8,0
Cc1ccccc1-n1nnnc1Sc1nnnn1-c1ccccc1,15,7,5.5,-2,1,-3,-1,1,3
CCC1=C2CC[C@H]3C(=O)N(C)C(=O)[C@H]3[C@H]2[C@@]2(Cc3ccccc3)C(=NCCOC)OC(=O)N2C1=O,-1,-2,0.0,-1,-2,8,20,5,5
COc1cc(S(=O)(=O)Nc2cccc3cn[nH]c23)c(OC)cc1C,15,0,2.8,-5,-1,8,17,0,0
O=C(Nc1cccc([N+](=O)[O-])c1)c1cc(S(=O)(=O)N2CCOCC2)cs1,-9,-1,1.3,-6,-3,-8,-8,0,0
CCC(=O)c1ccc(OCC(=O)OCC(=O)NCc2cccs2)cc1,6,-1,-1.8,-3,-14,4,-5,5,0
CCCSc1ccc2nc(-c3ccccc3)cn2c1,5,5,0.4,5,3,-9,-4,10,4
CCc1nnc(NC(=O)C2CCC(CNc3c(N4CCCCC4)c(=O)c3=O)CC2)s1 (centres undefined),9,2,2.0,-3,2,-1,5,7,0
O=C(CCCN1C(=O)S/C(=C/c2ccccc2)C1=S)Nc1ccc(C(=O)O)cc1,13,15,2.0,3,1,-6,0,-3,4
Cc1ccc(-n2nc(C)c(/C=N/NC(=O)c3cccs3)c2Cl)cc1,8,5,1.6,4,4,3,8,-1,1
CC(NC(=S)NCCc1ccccc1)C(c1cccs1)N1CCN(C)CC1 (centres undefined),-12,0,2.5,-1,1,7,17,-1,0
Cc1ccc(CNC(=O)CN(C)S(=O)(=O)c2ccc(F)cc2)cc1,-5,-3,0.5,-3,5,-8,-7,4,1
COc1cc(CNc2cccc3[nH]c(C(F)(F)F)nc23)cc(OC)c1,7,6,2.8,-1,-10,-14,8,-7,2
CCOc1ccc(N2C(=O)c3cccnc3C2Nc2ccc(C)cc2)cc1 (centres undefined),-4,11,-0.7,7,4,5,6,7,1
Nc1ccc(C(=O)OCC(=O)NC2CCCc3ccccc32)cc1[N+](=O)[O-] (centres undefined),8,0,0.3,-5,0,4,10,5,0
CC(=O)O[C@H]1CSC[C@H]1NC(=O)c1ccccc1,2,2,0.5,-2,-3,11,-4,3,1
CN1c2ccccc2C(=O)/C(=C\Nc2ncccn2)S1(=O)=O,-18,1,0.3,1,3,1,-5,5,2
O=C(O)c1cc(S(=O)(=O)N2CCCCC2)ccc1Cl,12,-7,-1.2,2,-1,-5,13,-5,1
COc1ccccc1NS(=O)(=O)c1cc(NC(=O)C2CCC2)ccc1N1CCCCC1,-5,12,3.9,8,4,-32,-4,-15,2
Cc1cc(C(=O)N2CCCC(Nc3ccccc3)C2)c2ccc(F)cc2n1 (centres undefined),10,7,-2.0,0,2,4,3,4,4
CCC(C(=O)Nc1cc(Cl)c(OC)cc1OC)c1ccccc1 (centres undefined),-2,-1,1.2,-2,3,14,-7,-1,0
CC(C)(C)c1cc(NC(=O)COC(=O)c2ccc3c(=O)n4c(nc3c2)CCC4)n(-c2ccccc2)n1,3,3,-2.2,-1,0,19,25&11,4,1
Cc1[nH]nc2c1C(c1ccc(-c3ccc(Cl)cc3)o1)C(C#N)=C(N)O2 (centres undefined),-2,-3,2.5,5,2,7,-7,18,5
O=C(NCc1nnc(SCC(=O)N2CCN(c3ccccc3)CC2)o1)c1ccco1,5,3,-1.3,1,1,5,14,6,0
O=C(NC(Cc1ccccc1)C(=O)O)c1cccnc1Cl (centres undefined),2,6,0.7,-5,-1,3,6,3,4
O=C(Cc1ccc(S(=O)(=O)N2CCCC2)s1)N1CCOCC1,3,-1,-0.1,4,-3,7,1,3,5
O=C(Nc1ccc2c(c1)nc1n2CCN(C2CCCCC2)C1)NC1CCCCC1,11,5,1.6,8,-1,1,7,3,0
O=C(CSc1ncn(-c2ccccc2)n1)NCc1ccccc1,-44,4,1.7,-2,-4,-1,-1,4,1
COc1ccccc1CO/N=C/NC(=O)c1c(OC)ccnc1Oc1ccc(F)cc1,14,-1,4.0,-4,-2,-3,1,-3,2
CCC1CCCCN1CCCNC(=O)C1CC(=O)N(CCc2ccccc2)C1 (centres undefined),-4,-10,1.2,-3,28*,-8,2,-4,0
CCCc1cc(=O)[nH]c(=S)[nH]1,7,5,2.7,1,-3,5,-13,1,3
O=S1(=O)NC2c3ccccc3CC2O1 (centres undefined),-5,10,0.8,-3,6,-14,51,2,5
C=CCN1C(=O)c2oc3ccccc3c(=O)c2C1c1ccc(O)c(OC)c1 (centres undefined),38,-2,-0.3,-2,-1,-9,5,2,3
COc1ccccc1NS(=O)(=O)c1ccccc1C#N,4,-4,0.5,-4,4,12,15,7,1
CCOC(=O)N1CCC(NC(=O)c2cc(C(=O)NCc3ccc(F)cc3)ccc2CO)CC1,6,-3,-2.0,-1,3,6,25,-3,0
O=C(O)CN1C(=O)C(=O)N(Cc2ccccc2F)C1=O,13,-2,1.3,5,1,7,9,7,2
COc1ccc(-n2nc(C(=O)NCC(=O)Nc3ccc(F)cc3)c3ccccc3c2=O)cc1,6,0,6.2,1,2,-78,12,-17,16
N/C(=N\OC(=O)c1cc([N+](=O)[O-])ccc1Cl)c1ccccn1,0,-1,1.1,0,-1,10,2,2,1
Cc1ccc(OCC(=O)NCCC2=CCCCC2)cc1,23,5,0.3,-4,2,-1,1,2,0
CCn1c(CSc2nc3ccccc3s2)n[nH]c1=S,-5,-6,2.7,-1,-1,0,-1,1,11
CC(=O)Nc1ccc(NC(=O)/C=C/c2cccc(C(F)(F)F)c2)cc1,-1,-2,2.0,-2,-5,5,-14,-8,2
CSCCC(NS(=O)(=O)c1ccc(Cl)cc1)C(=O)OCC(=O)N(C(C)C)C(C)C (centres undefined),-10,1,0.2,-1,-4,7,-16,-1,0

# Given as tab-separated lines: part of the list above
SMILES	VLA-4 inh	HCV core dimer	PP5 inh	PP1 inh	CTSL1 counter	proCasp7 act	GASC-1 inh	procasp3 activ	GRK2 inh
CCOC(=O)N1CCC(NC(=O)c2cc(C(=O)NCc3ccc(F)cc3)ccc2CO)CC1	6	-3	-2.0	-1	3	6	25	-3	0
O=C(O)CN1C(=O)C(=O)N(Cc2ccccc2F)C1=O	13	-2	1.3	5	1	7	9	7	2
COc1ccc(-n2nc(C(=O)NCC(=O)Nc3ccc(F)cc3)c3ccccc3c2=O)cc1	6	0	6.2	1	2	-78	12	-17	16
N/C(=N\OC(=O)c1cc([N+](=O)[O-])ccc1Cl)c1ccccn1	0	-1	1.1	0	-1	10	2	2	1

# Following part
SMILES,VLA-4 inh,HCV core dimer,PP5 inh,PP1 inh,CTSL1 counter,proCasp7 act,GASC-1 inh,procasp3 activ,GRK2 inh
COc1ccc(-c2cc3c(=O)n(CC(=O)NCCCc4ccccc4)ncn3n2)cc1,35,14,0.2,-5,0,3,-4,0,1
CSc1ccccc1OCc1cc(C(=O)NCc2csc(C(C)C)n2)no1,5,9,0.1,-2,1,9,9,3,0
CCOC(=O)N1CCN(Cc2nc3cc(NC(=O)c4ccco4)ccc3n2C)CC1,7,-19,-8.9,-4,9,-5,9,-8,2
CN(c1cccc(NC(=O)c2ccccc2N(Cc2ccccc2)S(C)(=O)=O)c1)S(C)(=O)=O,-7,2,2.4,-2,1,6,-4,7,1
O=C1c2cccc([N+](=O)[O-])c2C(=O)N1c1ccccc1,7,-23,1.1,6,2,4,4,-2,0
Cc1ccccc1Cn1ccc(NC(=O)c2nn(C)cc2[N+](=O)[O-])n1,13,2,3.5,7,1,3,0,-3,3
CCOc1ccc(S(=O)(=O)N(C)CCO)cc1-c1nc2c(C(C)(C)C)nn(C)c2c(=O)[nH]1,-1,-8,1.1,-3,3,-4,0,10,0
CCc1ccc(-c2csc(NC(=O)c3cccnc3)n2)cc1,11,0,-1.1,0,5,2,4,-4,1
CCOC(=O)[C@H]1[C@H]2COc3ccccc3[C@@H]2N2C(=O)[C@@H](CO)NC(=O)[C@@]12C,9,/,-0.6,1,/,7,-4,4,0
O=C(Nc1ccon1)c1ccc2c(c1)OCO2,9,-2,1.3,1,-4,0,14,5,0

# Compound activity as filed in PubChem BioAssay.
